# hcGAS inh: Primary biochemical luminescence assay for human cyclic GMP-AMP synthase inhibitors; inhibition, % at 12.5 µM; Q8N884; 290,000 compounds, 0.081% hits; recombinant h-cGAS, ATP depletion, Kinase-Glo luminescence;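 also: 0% = vehicle reaction and 100% = reaction without DNA for no activity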
# Target sequence (Q8N884 whole entry, looked up): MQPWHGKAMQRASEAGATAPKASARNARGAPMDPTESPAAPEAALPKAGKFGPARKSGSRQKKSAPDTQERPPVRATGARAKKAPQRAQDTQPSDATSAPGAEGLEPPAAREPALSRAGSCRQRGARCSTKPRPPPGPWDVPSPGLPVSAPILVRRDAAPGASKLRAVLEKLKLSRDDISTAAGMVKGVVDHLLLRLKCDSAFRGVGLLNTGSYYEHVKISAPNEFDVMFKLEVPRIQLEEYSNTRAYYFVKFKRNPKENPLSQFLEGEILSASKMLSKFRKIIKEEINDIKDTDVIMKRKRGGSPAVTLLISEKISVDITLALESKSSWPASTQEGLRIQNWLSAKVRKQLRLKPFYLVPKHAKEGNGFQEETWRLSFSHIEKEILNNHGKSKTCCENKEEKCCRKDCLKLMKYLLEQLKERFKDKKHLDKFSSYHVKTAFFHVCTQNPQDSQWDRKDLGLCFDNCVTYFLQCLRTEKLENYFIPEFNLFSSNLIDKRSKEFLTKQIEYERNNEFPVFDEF
# mcGAS lum: cyclic GMP-AMP synthase inhibitors, mouse, primary biochemical chemiluminescence | Q8C6L5 | recombinant cGAS, Kinase-Glo ATP depletion luminescence | inhibition, % at 12.5 µM | 160,000 compounds, 0.15% hits;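 also: 0% = negative control wells and 100% = reference inhibitor with no enzyme activity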
# NPYLR7 agonist: agonists of mosquito NPYLR7 receptor, primary screen, cell-based, Aedes aegypti, calcium fluorescence, mosquito biting behavior. HEK293T NPYLR7/Galpha15, GCaMP6s calcium fluorescence. 270,000 compounds, 0.15% hits. activation, % at 10 µM. AID 1259423, 2018; in the data active = activation above about 40%;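 also: 0% = vehicle and 100% = reference agonist at the receptor; some compounds past the cut are filed as inactive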
# Active calls of the source: *; . = no result given; & = joins results of further samples. Rule as the data show it, unless noted: active = inhibition above about 40%; inactive = the rest. Compounds were not picked by outcome, and some 0.29% of all compounds hit somewhere here.
SMILES,hcGAS inh,mcGAS lum,NPYLR7 agonist
O=C(c1cccc(F)c1)N(CCN1CCCC1)CC(=O)N1CCc2sccc2C1COc1ccc(F)cc1 (stereo not given),-3,-4,-1
Fc1cccc(CN2CCN(Cc3cccc4nccnc34)CC2)c1,-4,-15,-1
Cc1ccc2c(C)c(C(=O)N3CCNCC3C(=O)N3CCOCC3)oc2c1 (stereo not given),7,1,-3
Cc1ccc2[nH]c(O)c(N=Nc3ccc(C(F)(F)F)cn3)c2c1,2,-1,-16
O=C(c1cc(Cl)c(Cl)[nH]1)N1CCC(OC2CCOC2)CC1 (stereo not given),-10,.,-16
COc1ccccc1N1CCN(c2ccc(NC(=O)/C=C/c3ccccc3)cc2C(=O)NCCCN(C)C)CC1,-4,-4,-4
COC(=O)c1ccccc1NC(=O)CSc1nc2ccc(OC)cc2[nH]1,-7,-5,-4
O=C(NCc1ccc(F)cc1)C(=O)Nc1cc2c3c(c1)CCN3C(=O)CC2,-4,.,2
COc1ccc(/C=C/c2cc(C(F)(F)F)on2)cc1,-4,.,10
Cc1cc(Cl)c2oc(C(=O)NCc3ccc(N4CCOCC4)cc3)c(C)c2c1,-9,-9,18
CC(C)CC(=O)NC[C@@H]1C[C@H](F)CN1C(=O)c1cn(CCN)nn1,1,0,.
CCCCCc1ccc(C(=O)N(CC(=O)Nc2c(-c3ccccc3)c(C)nn2-c2ccccc2C)CC(C)C)cc1,-8,-5,14
CN1CCN(CC(=O)Nc2ccccc2Cc2ccccc2)C(C)(C)C1=O,-3,.,-1
Cc1cc(C)n(CCNC(=O)[C@H](N)CC(C)C)c(=O)n1,-2,.,-4
Cc1ccc(C2C(=C(O)c3ccc(OC(C)C)cc3)C(=O)C(=O)N2CCN(C)C)o1 (stereo not given),-7,.,2
Cc1nc(C#N)c(N/N=C\c2cccc(Cl)c2)o1,-2,1,-6
CCOC(=O)C1CCN(CC(=O)N2N=C(c3ccc(C)c(C)c3)CC2c2cccn2C)CC1 (stereo not given),-2,-4,0
CCOCCCN(CC(=O)N(Cc1ccccc1)Cc1cccs1)C(=O)Nc1ccc(C)c(Cl)c1,-3,-5,0
Cc1ccc(CN2CCC(CN(C)Cc3cnn(-c4ccccc4F)c3)CC2)o1,-7,-11,7
O=C(c1cccs1)N(Cc1cccc(C(F)(F)F)c1)CC1CC(c2ccc(F)cc2F)=NO1 (stereo not given),-4,-7,1
CC(=O)c1c(-c2ccccc2)c2cc(Br)ccc2n(C)c1=O,3,.,-6
O=C1Nc2ccccc2/C1=C\c1csc(-c2ccc(Cl)cc2)n1,-4,-17,-4
O=C(CCC1CCCC1)Nc1c2c(nn1-c1ccc([N+](=O)[O-])cc1)CSC2,-10,.,-2
CCCCCCN1C(=O)C(O)=C(C(C)=O)C1c1ccc([N+](=O)[O-])cc1 (stereo not given),-5,.,-2
CCc1ccc(CC(=O)N=c2sc3cc4c(cc3n2CC)OCO4)cc1,-6,-9,-11
FC(F)(F)c1nc(Sc2nnc(C3CC3)o2)c2ccccc2n1,-5,.,8
C/C=C\C(=O)NCc1ccc2[nH]c(C)cc2c1,-6,-7,1
Cc1sc2ncnc(N(C)Cc3nc(C4CC4)no3)c2c1C,-9,.,14
CCCCS(=O)(=O)N1CCC2(CC1)CC2c1nc(-c2cccc(Cl)c2)no1 (stereo not given),-9,.,5
CCCCC(CC)C(=O)NC(C)c1nnc(SCc2cccc(OC)c2)n1-c1ccc(C)cc1 (stereo not given),-3,-4,15

# An excerpt of these results, with two lines to a compound.
# Each structure is followed by: hcGAS inh	mcGAS lum	NPYLR7 agonist
- Cc1sc2ncnc(N(C)Cc3nc(C4CC4)no3)c2c1C
 : -9	.	14
- CCCCS(=O)(=O)N1CCC2(CC1)CC2c1nc(-c2cccc(Cl)c2)no1 (stereo not given)
 : -9	.	5

# (more compounds)
SMILES,hcGAS inh,mcGAS lum,NPYLR7 agonist
O=C(c1cc2n(n1)CCN(Cc1ccc(F)cc1)C2=O)N1CCN(c2ccccc2Cl)CC1,0,-2,-10
CCOC(=O)C1(CC2CC2)CCN(C(=O)c2cc(OC)nc3ccccc23)CC1,-4,-4,8
COC1C(O)C(O)C(O)[C@@H](O)C1O (stereo not given in full),-7,.,-3
COc1ccc(CNC(=O)COC(=O)C23CC4CC(CC(C4)C2)C3)cc1OC,-4,-4,1
Cc1cc(C)c2cc(C(=O)N3CCC(n4c(-c5ccccc5)nc5ccc(F)cc54)CC3)[nH]c2c1,-4,-6,28
CCOC(=O)C1CCCN(C(=O)c2coc(CN(Cc3cc(OC)ccc3OC)C(C)c3ccccc3)n2)C1 (stereo not given),-8,-7,19
CCOC(=O)c1cnc2nc(-c3cccnc3)[nH]n2c1=O,5,.,2
CC1CN(Cc2cc(Cl)c3ccccc3c2O)CCO1 (stereo not given),-12,-8,5
CCOCC(=O)Nc1cc(Cl)c(NC(=O)COCC)c(Cl)c1,-6,.,8
CC(C)N1CCC(C)(C(=O)Nc2cccc3ccccc23)C1 (stereo not given),-13,.,3
Cc1ccc(-c2nccc(CCC(F)(F)F)n2)c(F)c1,-6,.,3
CCn1cc(C(CC(=O)NCc2ccc3c(c2)OCO3)c2ccc(F)cc2)c2ccccc21 (stereo not given),-7,-8,4
CN(C)c1nccc(N(C)CC(c2cccs2)N2CCOCC2)n1 (stereo not given),-9,.,-1
CCOC(=O)c1ccc(N2C(=O)CC(NC3CCN(Cc4ccccc4)CC3)C2=O)cc1 (stereo not given),-1,.,4
COc1cc(S(=O)(=O)NCCCN2CCOCC2)c(OC)cc1Br,-10,-7,8
CCc1nc2ccc(C(=O)Nc3ccc(Cl)c(Cl)c3)cn2c1N(CC)CCN(C)C,-6,-3,-6
COCCCN(Cc1csc(COc2cc(C)cc(C)c2)n1)C(=O)c1cccc(OC)c1,-3,-8,17
CSc1ccc(Cn2cc(C(=O)NCc3cccs3)sc2=O)cc1,-6,.,10
Cc1ccn2c(NC3CCCCC3)c(-c3ccc(F)cc3)nc2c1,-1,-3,-6
Cc1cc2c(SCC(=O)Nc3cccc(Cl)c3)ncnc2s1,-9,.,7
COc1ccccc1CN(Cc1cccs1)C(=O)C1CSC2(C)CCC(=O)N12 (stereo not given),-5,.,-2
CS(=O)(=O)N1CCN(C(=O)c2cn[nH]n2)CC1,1,-10,0
Cc1ccc(Cl)cc1-n1c(CNC(=O)c2ccccc2Cl)nnc1SCc1ccc(F)cc1,-1,-3,5
O=C(COc1ccccc1)NCC(=O)N1CCN(c2ccc(F)cc2)CC1,-9,-9,1
Cc1nc2ccc(F)cc2n1C1CCN(C(=O)c2cccc(C#N)c2)CC1,-5,-7,.
C=CCNC(=O)NC1CCN(c2ccccc2C(=O)NCc2cccc(C(F)(F)F)c2)CC1,0,-4,1
CNC(=O)CN1C(=O)CN(C(=O)Cc2ccc(OC)cc2)CCC(OC)c2ccccc21 (stereo not given),-7,-6,7
COc1cccc(OC)c1C(=O)N1CCN(C(=O)c2ccccc2F)CC1,-2,-4,4
Cc1nc(NCC2=CCCCC2)c2cnn(C)c2n1,1,-3,7
COc1cccc(CNC(=O)c2ccc(-c3cc(-c4ccc5c(c4)OCCO5)n[nH]3)cc2)c1,-8,-8,0
CC(C)(C)CC(C)(C)Nc1c(-c2ccccc2OC(=O)c2cccc(Br)c2)nc2ccccn12,-7,-3,18
O=C(NCC1CCCN(Cc2cccn2-c2ncccn2)C1)C1(c2ccc(Cl)cc2)CC1 (stereo not given),-2&-10,-10,-7&12
COc1cccc(-c2cc(-c3ccc(C(=O)NCC4COC(C)(C)O4)cc3)[nH]n2)c1 (stereo not given),2,1,0
COC(=O)c1ccc2occ(-c3oc4ccc(C(=O)OC)cc4c3O)c2c1,3,.,2
Cc1ccc2[nH]c(O)c(N=Nc3ccccc3C)c2c1,-5,-8,-4
Cc1cccnc1-n1cnc2ccccc21,-5,-7,3
CC1CN(C(C)C(=O)Nc2cccc(S(=O)(=O)N3CCOCC3)c2)CC(C)O1 (stereo not given),-10,.,17
O=C(Nc1cccc(-n2cccn2)c1)C1CCCN1C1CCSCC1 (stereo not given),-11,.,11
O=C(CC1CCCCC1)NCCCn1nc(-c2ccc(F)cc2)ccc1=O,-3,.,1
Cc1cc(Cl)cc2c1NC(=O)C2(C)Cc1ccccc1 (stereo not given),0,-3,1
CC(=O)Nc1c(C)cc(NC(=O)N2CCCCC2CC(C)C)cc1C (stereo not given),1,.,2
Cc1cc2nc(C(=O)N3CCC4(CCCO4)CC3)cc(C)n2n1,-2,-8,3
COC(=O)c1coc(CN2CCCC2c2nc3ccc(F)cc3[nH]2)n1 (stereo not given),0,.,0
Cc1nc(C)n(Cc2nc(C(C)(C)C)cs2)n1,3,1,2
Cn1nc2n(c1=O)CC(C(=O)Nc1cnc3n1CCCC3)CC2 (stereo not given),-2,.,4
CCSCc1ccc(C(=O)Nc2nccs2)cc1,-21,.,6
Cc1nc(-c2cccc(C(F)(F)F)c2)nc(N2CCN(S(=O)(=O)c3cc(Cl)ccc3Cl)CC2)c1C,-8,-6,-5
O=C(O)CN1C(=O)/C(=C/c2cc(Br)c(O)c(Br)c2)SC1=S,3,7,251*
COCCN(C(=O)c1ccsc1)c1ccc(C#N)cc1,-7,.,11
O=C(NC(c1ccc(-c2ccccc2)cc1)c1cnccn1)C1CCN(Cc2cccs2)CC1 (stereo not given),-5,-2,8

# Continued:
SMILES,hcGAS inh,mcGAS lum,NPYLR7 agonist
COc1cc(CNC(=O)c2ccc(-c3ccc(Oc4ccccc4)cc3)s2)cc(OC)c1,-12,-11,3
Cc1nc2c(OCc3cc(Cl)cc(Cl)c3)cccn2c1N(C)C(=O)CCC1CCCC1,-6,-2,5
CC(C)[C@@H]1C[C@@H]2C[C@H](N(CC(=O)O)C(=O)OCc3ccccc3)C[C@@H]2CO1,2,1,-4
COc1cc(=O)n(-c2ccccc2C)nc1C(=O)NC(C)(C)C,-9,.,2
COc1ccccc1-c1cc(CNC(=O)c2cccc3ccnn23)on1,-3,-17,3
CC1(C(=O)NS(=O)(=O)Cc2cccc(Cl)c2)CCN1C(=O)C/C=C/c1ccccc1 (stereo not given),-8,.,2
CC(=O)O[C@@H](C)C(=O)N1CCC2(CC1)C(=O)NCN2c1ccccc1,-2,1,-2
CCN(CC)S(=O)(=O)c1ccc(OC)c(N2CCN(C(=O)c3cc(F)ccc3Cl)CC2)c1,-2,-7,24
Cc1c(NC(=O)c2ccc([N+](=O)[O-])cc2Cl)c(=O)n(-c2ccccc2)n1C,0,-1,5
O=C(CCc1nc(C2CC2)no1)NC1(c2cccc(F)c2)CC1,-17,-16,2

# An excerpt from above in order of formula weight, ascending.
SMILES,hcGAS inh,mcGAS lum,NPYLR7 agonist
COc1cc(=O)n(-c2ccccc2C)nc1C(=O)NC(C)(C)C,-9,.,2
COc1ccccc1-c1cc(CNC(=O)c2cccc3ccnn23)on1,-3,-17,3
CC(C)[C@@H]1C[C@@H]2C[C@H](N(CC(=O)O)C(=O)OCc3ccccc3)C[C@@H]2CO1,2,1,-4
Cc1c(NC(=O)c2ccc([N+](=O)[O-])cc2Cl)c(=O)n(-c2ccccc2)n1C,0,-1,5
Cc1nc2c(OCc3cc(Cl)cc(Cl)c3)cccn2c1N(C)C(=O)CCC1CCCC1,-6,-2,5
CCN(CC)S(=O)(=O)c1ccc(OC)c(N2CCN(C(=O)c3cc(F)ccc3Cl)CC2)c1,-2,-7,24

# Next section
SMILES,hcGAS inh,mcGAS lum,NPYLR7 agonist
Oc1cccc(C2c3[nH]c4ccccc4c3CCN2Cc2ccc3c(c2)CCO3)c1 (stereo not given),-4,-10,7
Cc1cc(=O)n2nc(N3CCCC(C(=O)N4CCCCCC4)C3)sc2n1 (stereo not given),-6,-5,4
Cc1ccc(C)c(Cn2nc(C3CCN(S(C)(=O)=O)CC3)n(-c3cccs3)c2=O)c1,-1,-6,-9
Oc1ccc2ccccc2c1C=Nn1c(-c2ccccc2F)csc1=NCC1CCCO1 (stereo not given),-7,.,-4
CCCCCNC(=O)c1cn(-c2ccccc2C(F)(F)F)nn1,-4,-17,4
N#Cc1ccc(CNS(=O)(=O)/C=C/c2ccccc2)c(F)c1,-1,.,8
Cc1ccc(S(=O)(=O)N2C=Cc3ccccc3C2C#N)cc1 (stereo not given),-8,.,1
CC(=O)c1cccc(N2C(=O)C3CC=CCC3C2=O)c1 (stereo not given),-4,-5,10
Cc1cc(NC(=O)Cn2c(=CC(=O)C(C)(C)C)sc(=Cc3ccsc3)c2=O)no1,0,-6,32
CCOc1ccc(S(=O)(=O)c2cn(Cc3ccccc3)c3ccc(OCC)cc3c2=O)cc1,-7,-7,-9

# Complete entries from above.
# Profile of Cc1ccc(S(=O)(=O)N2C=Cc3ccccc3C2C#N)cc1 (stereo not given) → hcGAS inh = -8; mcGAS lum = .; NPYLR7 agonist = 1
# Profile of Cc1cc(NC(=O)Cn2c(=CC(=O)C(C)(C)C)sc(=Cc3ccsc3)c2=O)no1 → hcGAS inh = 0; mcGAS lum = -6; NPYLR7 agonist = 32

# The list continues:
SMILES,hcGAS inh,mcGAS lum,NPYLR7 agonist
CCOC(=O)N1CCN(S(=O)(=O)NC(C)CN(C)c2ccccc2)CC1 (stereo not given),-3,.,0
CC(C)c1ccc(CC(=O)N2CCC2(C)C(=O)Nc2cccc3cccnc23)cc1 (stereo not given),-11,-4,10
Cc1ccc(-n2ncc3c(C)nn(Cc4ccc(F)cc4)c(=O)c32)cc1C,-6,.,12
Cc1ccc(C)c(Sc2cc(N3CCC(C(=O)NCCN4CCCC4)CC3)ncn2)c1,3,2,15
Cn1c(C2CCCN(S(C)(=O)=O)C2)nn(CC(=O)N2CCCC2)c1=O (stereo not given),2,-6,-4
Nc1ncnc2c1ncn2[C@@H]1O[C@H](CO)[C@@H](O)[C@H]1O,1,.,52*
